NCI-60 one-dose screen, 48 h, at 10 µM unless noted. Numbers give growth in % (100 = growth as untreated, 0 = no growth, -100 = all killed).
MCF7 = MCF7 breast cancer. actives 6.3% (n = 82,000)
K-562 = K-562 leukemia; actives 7.4% (n = 78,000); AID 1794777
BT-549 = BT-549 breast cancer; actives 4.4% (n = 78,000); AID 1794793
SR = SR leukemia cells; actives 8.7% (n = 73,000); AID 1794780
T-47D = T-47D breast cancer; actives 5% (n = 79,000); AID 1794792
MDA-MB-468 = MDA-MB-468 breast cancer. actives 8.5% (n = 78,000). AID 2202374
MDA-MB-231 = MDA-MB-231 breast cancer; actives 5% (n = 81,000); AID 1794789
HS 578T = HS 578T breast cancer; actives 4.1% (n = 78,000); AID 1794788
* marks the source's active call; other numbers are inactive results. Rule for the calls: active = growth percent below 10; inactive = the rest. Compounds as they come; any-hit rate near 13%.

How did C=C(C)/C([O-])=N/[N+](C)(C)CC(O)CCCCCCCCCCCC (configuration not stated) do in these assays?
MCF7: 62.0; K-562: 48.7; BT-549: 78.5; SR: 60.5; T-47D: 55.8; MDA-MB-468: 34.5; MDA-MB-231: 75.3; HS 578T: 82.6

What do the screens show for `CCN1CCN(C2=C(C#N)c3c(sc4c(F)cccc34)C(c3cccc([N+](=O)[O-])c3)N2)CC1` (configuration not stated)?
MCF7: 101.7; K-562: 90.3; BT-549: 98.9; SR: 90.1; T-47D: 104.8; MDA-MB-468: 111.0; MDA-MB-231: 86.6

Results for COc1c(C(NC(=O)c2ccccc2)c2sccc2C)cc(Cl)c2cccnc12 (configuration not stated) ?
MCF7: 100.0; K-562: 105.1; BT-549: 97.1; SR: 90.0; T-47D: 90.8; MDA-MB-468: 101.6; MDA-MB-231: 88.4; HS 578T: 98.6

Results for CCCn1c(=N)/c(=C(\N)O)s/c1=C(/C#N)C(=O)OCC ?
MCF7: 108.2; K-562: 100.8; BT-549: 106.9; SR: 53.7; T-47D: 101.4; MDA-MB-231: 109.1; HS 578T: 94.9

Results for CCOC(=O)CSc1nc2ccccc2c(=O)n1Cc1ccc(S(N)(=O)=O)cc1 ?
MCF7: 96.7; K-562: 97.1; BT-549: 104.6; SR: 99.6; T-47D: 102.3; MDA-MB-468: 105.1; MDA-MB-231: 101.3; HS 578T: 97.9

How did COc1cc(-c2nc3ccc(/C=C/C(=O)c4cc(OC)c(OC)c(OC)c4)cc3s2)ccc1F do in these assays?
MCF7: 34.0; K-562: 64.3; BT-549: 98.7; SR: 20.5; T-47D: 77.4; MDA-MB-468: 70.0; MDA-MB-231: 74.3; HS 578T: 93.6

Results for O=C1OC2(c3ccccc31)c1ccccc1-c1ccccc12 ?
MCF7: 52.4; K-562: 36.5; BT-549: 82.7; SR: 41.4; T-47D: 90.1; MDA-MB-468: 40.2; MDA-MB-231: 68.3; HS 578T: 83.4

Results for CCOC(=O)C(CCc1ccncc1)C(=O)CC(C)C (configuration not stated) ?
MCF7: 93.8; K-562: 89.0; BT-549: 110.6; SR: 98.9; T-47D: 95.9; MDA-MB-468: 102.8; MDA-MB-231: 101.7; HS 578T: 95.1

How did O=C1CC(c2ccccc2)=C(c2ccccc2)C1c1ccccc1 (configuration not stated) do in these assays?
MCF7: 109.0; K-562: 86.6; BT-549: 101.5; SR: 96.0; T-47D: 79.8; MDA-MB-468: 106.4; MDA-MB-231: 98.6; HS 578T: 104.7

What do the screens show for `N#CNc1nc(O)cc(=O)[nH]1`?
MCF7: 97.4; K-562: 87.6; BT-549: 114.3; SR: 108.3; T-47D: 111.1; MDA-MB-468: 98.4; MDA-MB-231: 107.8; HS 578T: 112.1

How did CS(=O)c1nccc(-c2c(-c3ccc(F)c(OCCc4ccccc4)c3)nc3sccn23)n1 (configuration not stated) do in these assays?
MCF7: -1.8*; BT-549: 119.6; T-47D: 15.2; MDA-MB-468: -39.4*; MDA-MB-231: 84.7; HS 578T: 99.8

How did O=C(Nc1cccc(-c2cccc(F)c2)c1)C1CCN(Cc2cccc3cccnc23)CC1 do in these assays?
MCF7: 19.9; K-562: -37.6*; BT-549: 76.3; SR: -32.7*; T-47D: 29.0; MDA-MB-468: 22.6; MDA-MB-231: 37.8; HS 578T: 60.9

How did N#Cc1c(-c2ccc(Cl)cc2)nc(SCc2ccc([N+](=O)[O-])cc2)nc1N1CCNCC1 do in these assays?
MCF7: -43.9*; K-562: -32.2*; BT-549: 89.6; SR: -43.3*; T-47D: -9.4*; MDA-MB-468: -44.2*; MDA-MB-231: -77.7*; HS 578T: 52.1

How did O=C(O)c1cc(/C=C/c2ccccc2)c2sc(=O)[nH]c2n1 do in these assays?
MCF7: 97.8; K-562: 90.6; BT-549: 101.0; SR: 99.4; T-47D: 150.8; MDA-MB-468: 95.1; MDA-MB-231: 108.9; HS 578T: 94.1

How did CC(=O)Nc1ncnc2c1ccn2-c1ccc(NC(=O)c2ccc(Cl)c(C(F)(F)F)c2)cc1 do in these assays?
MCF7: 89.8; K-562: 73.7; BT-549: 70.5; SR: 60.6; T-47D: 74.6; MDA-MB-468: 115.4; MDA-MB-231: 78.3

What do the screens show for `COc1ccc(-n2c(SCc3nnc(NC(=O)c4ccccc4)s3)nc3cc(OC)c(OC)cc3c2=O)cc1`?
MCF7: 91.9; K-562: 114.1; BT-549: 104.7; SR: 100.3; T-47D: 106.1; MDA-MB-468: 98.7; MDA-MB-231: 92.7; HS 578T: 92.2

What do the screens show for `NN1C=C(CCl)Nn2c1nc1c(cnn1-c1ccccc1)c2=O`?
MCF7: 93.0; K-562: 108.7; BT-549: 119.3; SR: 105.9; T-47D: 114.7; MDA-MB-468: 115.0; MDA-MB-231: 115.1; HS 578T: 118.2

How did Nc1ccc(O)cc1 do in these assays?
MCF7: 100.0; K-562: 99.5; BT-549: 110.2; SR: 103.0; T-47D: 103.4; MDA-MB-468: 91.2; MDA-MB-231: 98.7; HS 578T: 124.4

What do the screens show for `COc1cc2oc(-c3ccc(NC(=O)c4cccc(Br)c4)cc3)cc(=O)c2c(O)c1OC`?
MCF7: 90.0; K-562: 90.3; BT-549: 95.9; SR: 85.5; T-47D: 85.2; MDA-MB-468: 96.9; MDA-MB-231: 98.6; HS 578T: 83.4

How did C[C@H](NC(=O)Nc1ccc2cc3ccc(NC(=O)N[C@@H](C)c4ccccc4)cc3nc2c1)c1ccccc1 do in these assays?
MCF7: 70.7; K-562: 77.7; BT-549: 95.5; SR: 38.0; T-47D: 69.8; MDA-MB-468: 78.1; MDA-MB-231: 94.6; HS 578T: 64.8

No new results follow: eight of the compounds above.
How did N#Cc1c(-c2ccc(Cl)cc2)nc(SCc2ccc([N+](=O)[O-])cc2)nc1N1CCNCC1 do in these assays?
MCF7: -43.9*; K-562: -32.2*; BT-549: 89.6; SR: -43.3*; T-47D: -9.4*; MDA-MB-468: -44.2*; MDA-MB-231: -77.7*; HS 578T: 52.1

How did O=C(O)c1cc(/C=C/c2ccccc2)c2sc(=O)[nH]c2n1 do in these assays?
MCF7: 97.8; K-562: 90.6; BT-549: 101.0; SR: 99.4; T-47D: 150.8; MDA-MB-468: 95.1; MDA-MB-231: 108.9; HS 578T: 94.1

How did CC(=O)Nc1ncnc2c1ccn2-c1ccc(NC(=O)c2ccc(Cl)c(C(F)(F)F)c2)cc1 do in these assays?
MCF7: 89.8; K-562: 73.7; BT-549: 70.5; SR: 60.6; T-47D: 74.6; MDA-MB-468: 115.4; MDA-MB-231: 78.3

What do the screens show for `COc1ccc(-n2c(SCc3nnc(NC(=O)c4ccccc4)s3)nc3cc(OC)c(OC)cc3c2=O)cc1`?
MCF7: 91.9; K-562: 114.1; BT-549: 104.7; SR: 100.3; T-47D: 106.1; MDA-MB-468: 98.7; MDA-MB-231: 92.7; HS 578T: 92.2

What do the screens show for `NN1C=C(CCl)Nn2c1nc1c(cnn1-c1ccccc1)c2=O`?
MCF7: 93.0; K-562: 108.7; BT-549: 119.3; SR: 105.9; T-47D: 114.7; MDA-MB-468: 115.0; MDA-MB-231: 115.1; HS 578T: 118.2

How did Nc1ccc(O)cc1 do in these assays?
MCF7: 100.0; K-562: 99.5; BT-549: 110.2; SR: 103.0; T-47D: 103.4; MDA-MB-468: 91.2; MDA-MB-231: 98.7; HS 578T: 124.4

What do the screens show for `COc1cc2oc(-c3ccc(NC(=O)c4cccc(Br)c4)cc3)cc(=O)c2c(O)c1OC`?
MCF7: 90.0; K-562: 90.3; BT-549: 95.9; SR: 85.5; T-47D: 85.2; MDA-MB-468: 96.9; MDA-MB-231: 98.6; HS 578T: 83.4

How did C[C@H](NC(=O)Nc1ccc2cc3ccc(NC(=O)N[C@@H](C)c4ccccc4)cc3nc2c1)c1ccccc1 do in these assays?
MCF7: 70.7; K-562: 77.7; BT-549: 95.5; SR: 38.0; T-47D: 69.8; MDA-MB-468: 78.1; MDA-MB-231: 94.6; HS 578T: 64.8

Carrying on:
Results for COc1ccc([C@@H](C(=O)O)[C@@H](C(=O)O)c2ccc(OC)cc2)cc1 ?
MCF7: 96.1; K-562: 102.3; BT-549: 94.4; SR: 115.3; T-47D: 100.2; MDA-MB-468: 115.6; MDA-MB-231: 97.5; HS 578T: 115.1

How did Nc1nc(SCc2ccccc2)cc(SCc2ccccc2)n1 do in these assays?
MCF7: 103.7; K-562: 98.7; BT-549: 106.2; SR: 90.9; T-47D: 79.5; MDA-MB-468: 113.7; MDA-MB-231: 102.9; HS 578T: 111.7

Results for C=C(C)[C@@H]1CC[C@]2(C(=O)N3CCN(C)CC3)CC[C@]3(C)[C@H](CC[C@@H]4[C@@]5(C)CC[C@H](OCCC#N)C(C)(C)[C@@H]5CC[C@]43C)[C@@H]12 ?
MCF7: 77.7; K-562: 16.2; BT-549: 106.9; SR: 3.9*; T-47D: 91.7; MDA-MB-468: 69.4; MDA-MB-231: 65.8; HS 578T: 103.8

Results for Clc1ncccc1Nc1ccc2nnc(-c3ccncc3)n2n1 ?
MCF7: 94.2; K-562: 66.8; BT-549: 107.7; SR: 71.3; T-47D: 86.6; MDA-MB-468: 99.9; MDA-MB-231: 104.6; HS 578T: 102.4

How did Nc1ncc(-c2ccc3ncnc(N4CCc5cc(F)c(Cl)cc54)c3c2)cc1CO do in these assays?
MCF7: 4.6*; K-562: 7.8*; BT-549: -31.1*; SR: -6.6*; T-47D: 0.8*; MDA-MB-468: -39.8*; MDA-MB-231: 17.0; HS 578T: -18.0*

Results for O=C(O)CCn1c2ccccc2c2ccccc21 ?
MCF7: 103.0; K-562: 96.8; BT-549: 105.4; SR: 72.6; T-47D: 102.0; MDA-MB-468: 110.9; MDA-MB-231: 103.9; HS 578T: 114.0

Results for Cc1cc2nc(-c3c(N)ncc(C#N)c3-c3ccc(O)cc3)[nH]c2cc1C ?
MCF7: 57.5; K-562: 97.4; BT-549: 119.4; SR: 98.1; T-47D: 89.5; MDA-MB-468: 97.0; MDA-MB-231: 99.9

Results for CNCC1COC(c2ccccc2)(c2ccccc2)O1 (configuration not stated) ?
MCF7: 83.8; K-562: 86.1; SR: 82.7; T-47D: 91.4; MDA-MB-468: 110.8; MDA-MB-231: 102.0; HS 578T: 102.8

How did O=C1NC(=O)C(=Cc2cc(-c3ccc(Br)cc3)n(-c3ccccc3)n2)C(=O)N1 do in these assays?
MCF7: 79.0; K-562: 85.7; BT-549: 90.8; SR: 92.7; T-47D: 89.8; MDA-MB-468: 88.8; MDA-MB-231: 95.5; HS 578T: 98.3

What do the screens show for `CC(=O)Cc1ccc(-c2ccccc2)cc1`?
MCF7: 93.3; K-562: 108.4; BT-549: 108.8; SR: 102.1; T-47D: 97.6; MDA-MB-468: 93.7; MDA-MB-231: 95.9; HS 578T: 99.4

Results for CC(=O)C1=CC=C(c2cc3cc(Br)ccc3oc2=O)NC1C(F)(F)F (configuration not stated) ?
K-562: 106.3; BT-549: 96.8; SR: 92.9; T-47D: 84.4; MDA-MB-468: 93.8; MDA-MB-231: 99.1; HS 578T: 95.5

What do the screens show for `O=c1cc(-c2ccccc2)[nH]c2ccccc12`?
MCF7: 15.6; K-562: 32.6; BT-549: -12.2*; SR: 22.8; T-47D: 47.9; MDA-MB-468: 59.5; MDA-MB-231: 95.6; HS 578T: 25.9

How did COc1ccccc1OCC(=O)N1CCCCCC1 do in these assays?
MCF7: 92.8; K-562: 83.3; BT-549: 129.2; SR: 95.1; T-47D: 102.5; MDA-MB-468: 97.1; MDA-MB-231: 112.7; HS 578T: 107.2

How did C=C1CCC2C3(C)COC(c4ccco4)OC3CCC2(C)C1CC(NCc1ccccc1)C1=CCOC1=O (configuration not stated) do in these assays?
MCF7: 52.6; K-562: 44.9; BT-549: 63.3; SR: 50.7; T-47D: 56.0; MDA-MB-468: 22.4; MDA-MB-231: 74.8; HS 578T: 73.4

How did O=C(O)Cc1cc(I)c(Oc2ccc(O)c(I)c2)c(I)c1 do in these assays?
MCF7: 66.6; BT-549: 62.8; T-47D: 85.9; MDA-MB-468: 43.3; MDA-MB-231: 75.6

Results for CSc1nn2c(=O)c3c4c(sc3nc2n1-c1ccc(Cl)cc1)CN(C)CC4 ?
MCF7: 91.3; K-562: 107.1; BT-549: 92.2; SR: 92.2; T-47D: 98.1; MDA-MB-468: 112.3; MDA-MB-231: 96.6; HS 578T: 97.1

What do the screens show for `COc1ccc2cc(C3=CC(=O)CCC3)ccc2c1`?
MCF7: 109.9; K-562: 104.6; BT-549: 97.1; SR: 91.8; T-47D: 59.6; MDA-MB-468: 100.2; MDA-MB-231: 99.6; HS 578T: 116.1

Results for O=C(Nc1cn[nH]c1-c1nc2ccc(CN3CCOCC3)cc2[nH]1)NC1CC1 ?
MCF7: 10.4; K-562: 12.7; BT-549: 2.6*; SR: -11.9*; T-47D: 36.7; MDA-MB-468: 25.5; MDA-MB-231: 1.4*

Results for O=C(NCO)NCOCn1c(=O)n(CO)c(=O)n(CO)c1=O ?
MCF7: 94.9; K-562: 114.6; BT-549: 81.5; SR: 104.1; T-47D: 97.1; MDA-MB-468: 98.2; MDA-MB-231: 110.3; HS 578T: 102.9

What do the screens show for `O=C(O)CCC(=O)/C=C\c1ccc2c(c1)OCO2`?
MCF7: 108.8; K-562: 109.0; BT-549: 91.5; T-47D: 104.0; MDA-MB-231: 91.8; HS 578T: 121.8

Results for COc1ccc(C(O)CCN(Cc2ccccc2)Cc2cc(OC)c(OC)c(OC)c2)cc1 (configuration not stated) ?
K-562: 99.2; BT-549: 105.5; T-47D: 91.1; MDA-MB-468: 68.2; MDA-MB-231: 97.9; HS 578T: 106.7

What do the screens show for `CCCCCCCCCCCC(=O)c1c(O)cc(C)oc1=O`?
MCF7: 89.4; K-562: 79.3; BT-549: 64.6; SR: 89.2; T-47D: 94.7; MDA-MB-468: 70.0; MDA-MB-231: 98.3; HS 578T: 99.4

Results for O=C(CCc1nnc(-c2c(Cl)cccc2Cl)o1)c1nc2ccccc2[nH]1 ?
MCF7: 44.7; K-562: 2.2*; BT-549: 56.3; T-47D: 52.0; MDA-MB-468: -2.2*; MDA-MB-231: 38.3; HS 578T: 82.3

Source: PubChem
